# West Nile antiviral: inhibition of WNV-induced cytopathic effect – cell-based, CPE readout (AID 1621) | West Nile virus-infected cells, CPE inhibition; higher % means a stronger effect | CPE inhibition, % at 10 µM; hits with a dose series show IC50 in µM | hit rate 0.02% among 290,000; in the data active = a potency from the dose series; inconclusive = CPE inhibition mostly from about 3.7% at the one dose, without a potency; inactive = the rest, 99 in 100 with CPE inhibition below about 2.2%; note: strong numbers were not always called active
# GPR55 LPI antagonism: GPR55 antagonists blocking LPI-driven arrestin recruitment, primary screen, imaging, U2OS, beta-arrestin-GFP, LPI agonist (AID 2013). U2OS GPR55 beta-arrestin-GFP translocation imaging, LPI antagonism; higher % means a stronger effect. one-dose inhibition, % at 10 µM; IC50 in µM for titrated hits. hit rate 0.13% among 290,000;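 active = spots per cell inhibited over 60%, with over 100 cells counted and total cytoplasm intensity under 500,000; inconclusive = wells with under 100 cells, flagged as likely toxic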;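 note: U2OS cells stably carrying GPR55 and arrestin-GFP stimulated by 5 µM LPI near EC80; imaged beta-arrestin-GFP aggregate spots per cell after agonist stimulation; plate controls were LPI-stimulated DMSO wells for no effect and DMSO wells without LPI for full effect; some results filed as inactive read as strong as hits; confirmed hits need IC50 under 10 µM and bright autofluorescent wells are also inconclusive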
# GPR55 activation: selective activators of receptor GPR55 – imaging, U2OS cells, beta-arrestin-GFP redistribution, primary screen (AID 1961) | U2OS GPR55 beta-arrestin-GFP redistribution imaging; higher % means a stronger effect | one-dose activation, % at 10 µM; EC50 in µM for titrated hits | hit rate 0.048% among 290,000;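 active = activation above 40% with more than 50 cells counted in the well; inconclusive = wells holding fewer than 50 cells, flagged as toxic or sparse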;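 note: U2OS osteosarcoma cells stably expressing GPR55 and beta-arrestin-GFP; plate controls were DMSO negative control for no effect and LPI positive control for full effect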
# GPR35 arrestin U2OS: inhibition of zaprinast-stimulated GPR35 beta-arrestin translocation – imaging, U2OS, beta-arrestin-GFP, zaprinast agonist, primary screen (AID 2058); U2OS GPR35 beta-arrestin-GFP translocation imaging, zaprinast antagonism; higher % means a stronger effect; inhibition, % at 10 µM, or IC50 in µM where a hit was titrated; hit rate 0.052% among 290,000;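 active = inhibition of at least 50% with at least 30 cells and total cytoplasm GFP at most 10,000,000; inconclusive = under 30 cells or total GFP of 10,000,000 plus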
# NS5 inhibitors: flavivirus cap methylation enzyme inhibition – biochemical, confirmation dose response, primary screen (AID 588689); Dengue-2 NS5 methyltransferase capping enzyme assay, biochemical; higher % means a stronger effect; one-dose inhibition, % at 25 µM; IC50 in µM for titrated hits; hit rate 0.3% among 340,000; in the data active = a potency from the dose series; inconclusive = inhibition above about 29% without an active follow-up result
# KOR beta-arrestin-1: kappa opioid receptor activators – cell-based, luminescence, uHTS, primary screen (AID 1777) | KOR beta-arrestin recruitment, luminescence; higher % means a stronger effect | hit rate 0.02% among 280,000 | activation, % at 10 µM, or EC50 in µM where a hit was titrated; in the data active = activation above about 50%, passing the limit was not always enough; note: a part of the inactive calls stands beside numbers as strong as those of hits
# KOR beta-arrestin-2: kappa opioid receptor blockers – cell-based, luminescence, uHTS (AID 1778). hit rate 0.091% among 290,000. inhibition, % at 10 µM, or IC50 in µM where a hit was titrated. KOR beta-arrestin recruitment, luminescence, antagonist mode; higher % means a stronger effect; in the data active = inhibition above about 50%; note: strong numbers were not always called active
# NOD1 NF-kB reporter: inhibition of NOD1-driven NF-kB reporter – cell-based, luminescence, uHTS, primary screen (AID 1578). inhibition, % at 4 µM, or EC50 in µM where a hit was titrated. NOD1-driven NF-kB luciferase reporter cells, luminescence; higher % means a stronger effect. hit rate 1% among 290,000; in the data active = inhibition mostly above about 36%, no sharp cut-off; inactive = mostly below about 34%;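 note: HEK-293T reporter cells stimulated with the NOD1 agonist gamma-tri-DAP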
# HIV peptide binding: cell-free HIV fusion peptide-binding blockers – biochemical, uHTS, fluorescence dequenching, primary screen (AID 1986); cell-free peptide binding, fluorescence dequenching, 30 min; higher % means a stronger effect; hit rate 0.3% among 290,000; inhibition, % at 20 µM, or IC50 in µM where a hit was titrated; in the data active = inhibition mostly above about 52%, no sharp cut-off; inactive = mostly below about 76%; note: some results filed as inactive read as strong as hits
# The depositor's hits bear a star; ? = inconclusive; / = no result given; & = joins results of further samples; [ ] = remark or other dose. Not all compounds are listed; the hit share may differ from the screen's.
molecule,West Nile antiviral,GPR55 LPI antagonism,GPR55 activation,GPR35 arrestin U2OS,NS5 inhibitors,KOR beta-arrestin-1,KOR beta-arrestin-2,NOD1 NF-kB reporter,HIV peptide binding
CN(C)c1ccc(CNC(=O)CN(C)S(=O)(=O)c2ccc3c(c2)c(=O)n(C)c(=O)n3C)cc1,-0.1%,2%,0.1%,10%,9%,3.8%,-56%,30%,-2.2%
CCOC(=O)Nc1nc(-c2ccc(Cl)cc2Cl)cs1,-1.1%,-1%,0.5%,4%,-1%,0.9%,14%,-11%,-0.3%
O=C(OCCN1CCN(c2ncc(C(F)(F)F)cc2Cl)CC1)c1ccc(Cl)cc1,-0.2%,-6%,0.3%,9%,-5%,-2.9%,-94%,-22%,-1.6%
CC(C)c1nc2cc(C(=O)N3CCNC(=O)C3c3ccc(F)cc3)ccc2o1 (stereo unspecified),-0.6%,7%,-0.1%,4%,2%,-1.1%,6%,-1%,1.6%
CC1CCN(C(=O)CSc2nc3c(cnn3-c3ccc(Cl)cc3)c(=O)[nH]2)CC1,0.2%,4%,0.5%,-6%,1%,-0.3%,-28%,14%,4.4%
CCSc1ccccc1C(=O)N1CCCC1,-0.4%,-3%,0.0%,-6%,-5%,-3.8%,2%,11%,-1.2%
COc1ccc(-c2nnc(-c3ccc(OCC(C)C)cc3)o2)cc1,-0.4%,0%,-0.1%,5%,6%,1.8%,-27%,24%,3.5%
Cc1cccc(Nc2nc(-c3ccc4c(c3)OCCO4)cs2)c1,0.5%,10%,0.0%,-8%,-7%,-1.4%,-17%,-56%,1.4%
CCOC(=O)C1CCN(S(=O)(=O)c2cccc3nonc23)CC1,0.4%,8%,0.0%,-14%,-3%,0.7%,32%,-28%,-0.6%
CC1CCN(S(=O)(=O)c2ccc(C(=O)Nc3sccc3C(N)=O)cc2)CC1,-0.2%,-4%,0.3%,-4%,-3%,4.2%,2%,26%,5.2%
CCOc1ncccc1C(=O)Nc1nnc(C)s1,-0.1%,1%,-0.1%,17%,-5%,-2.3%,-4%,-29%,-0.4%
O=c1cc[nH]c2c(Cl)cccc12,0.3%,-6%,0.1%,6%,-4%,3.7%,0%,-12%,0.7%
CCn1cc(CNC(=O)c2ccc(OC3CCN(Cc4ccccn4)CC3)cc2)cn1,-0.8%,9%,0.3%,-4%,-5%,3.0%,-5%,-1%,0.9%
COc1ccccc1N1CCN(C(=O)C(=O)c2cn(CC(=O)N3CCCCCC3)c3ccccc23)CC1,1.2%,12%,-0.1%,0%,6%,-5.5%,12%,-41%,-0.5%
CN(CC(=O)NC(=O)NCc1ccccc1)Cc1ccc(Cl)c(Cl)c1,-1.7%,1%,0.1%,2%,-3%,0.7%,/,-8%,-2.2%
O=C(CSc1nnc2scc(-c3ccc(F)cc3)n12)NCc1ccco1,-0.3%,8%,-0.3%,18%,-6%,-5.1%,20%,-4%,-0.3%
CC1=C(C(=O)OCC2CCCO2)C(c2ccccc2OC(C)C)C2=C(CC(c3ccco3)CC2=O)N1 (stereo unspecified),0.3%,-3%,0.3%,-10%,-2%,-2.2%,23%,-7%,18%
Cc1cc(C)cc(S(=O)(=O)c2cnc3ccccc3n2)c1,1.9%,-8%,-0.3%,-2%,-14%,-2.2%,-33%,21%,-0.9%
CC(O)CNc1ncnc2cc(-c3ccc(F)cc3)sc12 (stereo unspecified),0.6%,13%,-0.2%,-7%,2%,-6.6%,14%,-11%,-1.2%
Nc1c(C(=O)Nc2nc3ccccc3s2)sc2nc(-c3cccs3)ccc12,-2.3%,14%,-0.1%,15%,-9%,2.5%,-42%,57%,42%
c1ccc(CCOn2ccnc2)cc1,-0.3%,8%,-0.1%,2%,-10%,-2.8%,-6%,-4%,2.7%
C=CCCC(=O)N1CCC(n2nccc2NC(=O)c2ccccc2C)CC1,-0.5%,-20%,-0.2%,4%,1%,-2.4%,-10%,-21%,-0.7%
CS(=O)(=O)Nc1ccc(C(=O)NCCSCc2c(F)cccc2Cl)cc1,0.0%,12%,-0.3%,14%,-10%,1.9%,-6%,-5%,0.5%
c1ccc(CO/N=C(\c2ccc(C3CC3)nc2)C2CC2)cc1,-0.7%,-5%,-0.2%,-16%,-2%,-4.8%,-5%,-10%,-0.9%
Cc1[nH]c2ccc(C(=O)N3CCN(C)CC3)cc2c1C,-0.1%,1%,-0.1%,6%,5%,2.3%,-8%,-27%,0.1%
CCCN(CCC)CCCNC(=S)Nc1ccc2nc(N3CCN(C)CC3)cc(C)c2c1,0.3%,12%,-0.3%,-11%,5%,0.6%,10%,3%,-0.5%
COc1cccc(C2c3c(C)nn(-c4ccc([N+](=O)[O-])cc4)c3N=C3C(=O)Nc4ccccc4N32)c1 (stereo unspecified),2.2%,12%,0.8%,-3%,-10%,4.8%,-2%,-46%,-1.6%
Cc1ccc(C(=O)COC(=O)CN2C(=O)C3C4CCC(C4)C3C2=O)cc1C (stereo unspecified),-0.1%,4%,0.0%,1%,-3%,-1.5%,-2%,-6%,-0.5%
COc1ccc(NCCC#N)cc1,0.2%,2%,-0.2%,-9%,-5%,-7.5%,/,22%,-3.0%
O=C(c1cnsn1)N1CCN(c2ccccc2)CC1,0.2%,-4%,-0.1%,9%,2%,5.2%,19%,-16%,4.1%

# Entries of single compounds, looked up by structure. Values in the order: West Nile antiviral, GPR55 LPI antagonism, GPR55 activation, GPR35 arrestin U2OS, NS5 inhibitors, KOR beta-arrestin-1, KOR beta-arrestin-2, NOD1 NF-kB reporter, HIV peptide binding
# COc1ccc(-c2nnc(-c3ccc(OCC(C)C)cc3)o2)cc1 in the list: -0.4%, 0%, -0.1%, 5%, 6%, 1.8%, -27%, 24%, 3.5%
# CCCN(CCC)CCCNC(=S)Nc1ccc2nc(N3CCN(C)CC3)cc(C)c2c1 in the list: 0.3%, 12%, -0.3%, -11%, 5%, 0.6%, 10%, 3%, -0.5%
# O=c1cc[nH]c2c(Cl)cccc12 in the list: 0.3%, -6%, 0.1%, 6%, -4%, 3.7%, 0%, -12%, 0.7%
# CCOc1ncccc1C(=O)Nc1nnc(C)s1 in the list: -0.1%, 1%, -0.1%, 17%, -5%, -2.3%, -4%, -29%, -0.4%
# CCOC(=O)C1CCN(S(=O)(=O)c2cccc3nonc23)CC1 in the list: 0.4%, 8%, 0.0%, -14%, -3%, 0.7%, 32%, -28%, -0.6%

# (list continues)
molecule,West Nile antiviral,GPR55 LPI antagonism,GPR55 activation,GPR35 arrestin U2OS,NS5 inhibitors,KOR beta-arrestin-1,KOR beta-arrestin-2,NOD1 NF-kB reporter,HIV peptide binding
COc1ccccc1C(NC(C)=O)c1cc(Cl)c2cccnc2c1O (stereo unspecified),?,4%,-0.1%,6%,-1%,-0.8%,26%,-9%,-2.4%
Cc1cccc(NC(=O)c2ccc(-n3ccnc3)nc2)c1,-0.5%,-8%,-0.3%,-10%,-10%,1.1%,-16%,-14%,-0.8%
COCCN1CCn2c(nc3cc(Nc4nnc(C)c5ccccc45)ccc32)C1,0.0%,6%,-0.1%,0%,3%,/,/,-15%,-2.5%
COc1ccc(C(=O)N/N=C2\CCS(=O)(=O)c3ccc(F)cc32)cc1OC,0.4%,-11%,0.0%,-10%,-8%,4.5%,1%,-4%,0.3%
N#Cc1ccsc1NC(=O)CN1CCCCCC1,0.4%,-2%,-0.1%,14%,-2%,1.8%,-6%,-10%,0.3%
CCCCCOc1ccc(/C=c2\sc3nc(=O)c(-c4ccccc4)nn3c2=O)cc1OC,0.1%,9%,-0.1%,2%,-6%,2.4%,12%,-26%,52%*
Cn1cccc1CC(=O)N/N=C/c1ccc([N+](=O)[O-])cc1,-0.1%,13%,0.2%,1%,/,1.4%,-14%,-14%,8.0%
O=C(CCc1ccc(O)cc1)c1c(O)cc(O)cc1O[C@@H]1O[C@H](CO)[C@@H](O)[C@H](O)[C@H]1O,-0.2%,-4%,-0.1%,0%,-1%,-3.9%,-26%[20 µM],7%,0.8%
CCCS(=O)(=O)N1CCC(C(=O)N2CCN(C(=O)OCC)CC2)CC1,0.3%,10%,0.7%,-4%,-4%,-4.7%,-13%,-8%,0.5%
Cc1nc(CSc2nc3[nH]ncc3c(=O)n2-c2ccccc2)cs1,0.1%,14%,0.0%,8%,-5%,2.2%,3%,-34%,1.5%
Cc1ccc([N+](=O)[O-])cc1N/C=C/C(=O)c1ccco1,-0.2%,10%,-0.1%,15%,-6%,-4.7%,24%,3%,-0.5%
CCc1ccc(NC(=O)c2cnn3c(C(F)F)cc(C)nc23)cc1,0.5%,-1%,0.2%,16%,-15%,-6.5%,-36%[20 µM],-5%,-1.6%
O=C(CC(=O)NCc1ccccc1)NCc1ccccc1,-0.5%,2%,-0.2%,15%,4%,-4.0%,-24%,-27%,-0.5%
CC(=O)OCCCN1C(=O)c2ccc(Br)cc2C1=O,0.1%,-1%,-0.1%,-4%,0%,-8.6%,-46%,16%,-2.0%
COc1ccc(CNC(=O)c2cc3ccccc3o2)cc1OC,-0.9%,0%,-0.1%,5%,10%,0.7%,-42%[20 µM],12%,-0.6%
CCOC(=O)C1CCN(C(=O)C(=O)N2CCC(C(=O)OCC)CC2)CC1,-0.2%,22%,-0.1%,-14%,-6%,4.1%,-11%,-8%,-1.2%
CC(=NCc1ccco1)C1=C(O)c2ccccc2C1=O,-0.4%,-6%,-0.2%,1%,2%,11%,12%,-54%,-2.3%
CCC(C(=O)Nc1ccccc1Cl)n1nc(C)c2c(C)n(-c3ccccc3)nc2c1=O (stereo unspecified),-0.6%,9%,0.0%,0%,1%,-3.6%,-4%,8%,0.5%
O=C(Nc1cccc(F)c1)NC1(C(=O)N2CCOCC2)CCCCC1,1.0%,-5%,0.2%,0%,-2%,2.6%,2%,-28%,-2.3%
CN(C(=O)CSc1nc(O)cc(=O)n1C1CCCC1)c1ccccc1,-0.3%,10%,1.0%,4%,-7%,-0.4%,10%,-12%,-1.1%
CCOc1ccc(S(=O)(=O)N(CC(=O)NCC(F)(F)F)Cc2ccco2)cc1,-1.7%,8%,-0.3%,6%,-6%,-0.6%,-23%,-28%,0.2%
COc1ccccc1-c1n[nH]c(=S)n1Cc1ccco1,0.4%,8%,0.0%,-4%,/,-2.3%,10%,-34%,0.1%
COc1ccc(N=C2SC(C(=O)Nc3ccc4c(c3)OCO4)CC(=O)N2C)cc1 (stereo unspecified),-0.1%,-12%,-0.1%,5%,4%&-3%,-3.7%,9%,-17%,-1.3%

# Assay outcomes deposited in PubChem by several laboratories.
